# TRPC6 inhibitor – mouse TRPC6 channel inhibition | Q61143 | B-score at 10 µM | HEK293-TRPC6, membrane potential dye, ACh-evoked depolarization; active compounds read low | 310,000 tested, 1.1% active;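 active = B-score under library mean minus 3 SD, initial fluorescence not abnormally high, positive integrated signal ratio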;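 also: B-score derived from integrated fluorescence ratio over the kinetic read; more negative B-score means stronger inhibition of depolarization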
# ANO1 block – inhibitors of mouse TMEM16A calcium-activated chloride channel; Q8BHY3; HEK293 TMEM16A/YFP iodide influx fluorescence, ionomycin; normalized B-score (activity score, 25-100; higher = stronger inhibition) at 10 µM; 310,000 tested, 1.2% active;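 active = ratio plate-corrected score three or more library SD toward inhibition, starting fluorescence score within five deviations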;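 also: score derived from kinetic fluorescence span divided by baseline fluorescence per well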
# Target sequence (Q8BHY3 whole entry, looked up): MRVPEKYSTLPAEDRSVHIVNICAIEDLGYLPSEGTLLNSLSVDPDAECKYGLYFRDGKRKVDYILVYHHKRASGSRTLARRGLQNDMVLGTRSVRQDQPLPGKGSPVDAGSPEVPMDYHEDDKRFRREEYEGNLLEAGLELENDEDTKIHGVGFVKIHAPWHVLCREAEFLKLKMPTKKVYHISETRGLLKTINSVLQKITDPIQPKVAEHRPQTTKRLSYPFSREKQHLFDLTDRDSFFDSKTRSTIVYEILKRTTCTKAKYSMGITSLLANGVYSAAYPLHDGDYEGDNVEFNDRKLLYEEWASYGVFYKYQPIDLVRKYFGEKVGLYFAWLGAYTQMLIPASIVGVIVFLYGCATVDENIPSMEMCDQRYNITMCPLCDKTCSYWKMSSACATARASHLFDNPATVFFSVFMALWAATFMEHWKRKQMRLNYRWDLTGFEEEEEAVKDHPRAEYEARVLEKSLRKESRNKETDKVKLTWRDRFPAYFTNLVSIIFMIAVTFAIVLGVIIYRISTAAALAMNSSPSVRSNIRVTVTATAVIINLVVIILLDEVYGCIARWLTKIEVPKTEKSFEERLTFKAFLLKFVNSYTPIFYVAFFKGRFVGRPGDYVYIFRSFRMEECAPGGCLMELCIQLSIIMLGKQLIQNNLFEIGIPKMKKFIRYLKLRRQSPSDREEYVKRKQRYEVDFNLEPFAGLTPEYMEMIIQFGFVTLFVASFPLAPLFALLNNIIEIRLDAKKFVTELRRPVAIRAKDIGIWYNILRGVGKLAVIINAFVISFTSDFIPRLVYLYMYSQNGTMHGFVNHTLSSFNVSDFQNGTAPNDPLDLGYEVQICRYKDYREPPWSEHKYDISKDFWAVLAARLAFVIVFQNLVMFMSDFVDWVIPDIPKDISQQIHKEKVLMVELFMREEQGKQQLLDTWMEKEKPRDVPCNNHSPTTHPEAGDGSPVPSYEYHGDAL
# TRPC4 block – blocks the mouse TRPC4 cation channel. AID 2247. Q9QUQ5. B-score at 10 µM. HEK293 TRPC4beta/mu-opioid, DAMGO-evoked Fluo4 calcium flux; active compounds read low. 300,000 tested, 0.39% active;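 active = B-score over 3 SD under the library average, no early fluorescence shift, positive overall ratio signal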
#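 Material: HEK293 cells with stable TRPC4beta plus mu-opioid receptor expression; probe or stimulus: DAMGO in two steps, submaximal then maximal; technique: Fluo4 calcium fluorescence by kinetic imaging, 5 s 1 Hz baseline; measure: integrated fluorescence ratio relative to baseline, converted to per-well B score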
# ANO1 activ – activators or potentiators of mouse TMEM16A chloride channel | B-score at 10 µM | HEK293 TMEM16A/YFP-H148Q/I152L, iodide quench fluorescence; active compounds read low | AID 623877 | Q8BHY3 | 340,000 tested, 0.3% active;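 active = fluorescence-ratio B-score plate-corrected deviation score at least 3 library SD below zero, with starting fluorescence score within 5 deviations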;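 also: channel opened by trigger with iodide after compound preincubation; score built on the fluorescence ratio of max minus min over baseline; more negative score means more quench and so TMEM16A activation or potentiation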
# RGS4 inh – inhibitors of human RGS4 | HEK293 M3R/RGS4 inducible, Fluo-4 calcium flux; active compounds read high; triggered by carbachol at its EC20 | B-score at 10 µM | P49798 | 310,000 tested, 0.45% active;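 active = B-score, a plate-corrected calcium signal, over three deviations above library mean, with baseline fluorescence within five deviations of library mean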;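 also: RGS4 expression induced by doxycycline in cells with stable M3 receptor; B-score is computed from the integrated fluorescence ratio over baseline after carbachol; higher B-score means a larger calcium signal and so more RGS4 inhibition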
# MrgX1 agonist – agonists of human MrgX1 receptor; Q96LB2; MrgX1-HEK293 cells, Fluo-4 calcium fluorescence, agonist mode; active compounds read high; B-score at 10 µM; 310,000 tested, 0.44% active; AID 588627;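 active = calcium response B-score plate-corrected fluorescence ratio at least 3 library SD, with starting fluorescence B-score inside 5 SD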
#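 Assay system: stable human MrgX1 HEK293 cell line. Quantity: 15,000 cells per well. Schedule: cells plated overnight, dye loaded 0.5 h 37 °C, 0.5 h room temperature. Detection: Fluo-4 NW calcium-flux fluorescence, kinetic read. Read-out basis: peak-minus-minimum fluorescence over baseline, converted to B scores. Control set: positive and negative control wells on each plate.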
# MrgX1 allo act – human MrgX1 positive allosteric modulation, primary screen. B-score at 10 µM. MrgX1-HEK293, Fluo-4 calcium flux, FDSS; active compounds read high. 310,000 tested, 0.63% active;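 active = plate-corrected calcium response at least 3 library SD above typical, normal starting fluorescence, not activating the receptor alone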;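 also: compound read alongside a low EC10 to EC30 dose of BAM8-22 agonist; peak minus trough fluorescence over baseline measured at the second addition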
# TRPC4 potent – allosteric potentiators of mouse TRPC4 channel | Q9QUQ5 | B-score at 10 µM | 310,000 tested, 0.42% active | HEK293 TRPC4beta/mu-opioid, DAMGO EC20, Fluo-4 Ca2+ flux; active compounds read high;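 active = B-score of calcium response area above 5 SD of library B-scores, with initial fluorescence ratio within 5 SD of library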;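 also: B-score of integrated fluorescence ratio over time as area under calcium response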
# TRPC4 agonist – opens the mouse TRPC4 cation channel; Q9QUQ5; HEK293 TRPC4beta/mu-opioid, Fluo4 calcium fluorescence; active compounds read high; B-score at 10 µM; 310,000 tested, 0.49% active; AID 2237;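 active = B-score above 5 SD of library B-scores, and initial fluorescence ratio not above library mean plus 5 SD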;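 also: positive B-score marks a calcium rise read as TRPC4 activation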
#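 Technique: kinetic Fluo4 calcium fluorescence; Test system: TRPC4beta and mu-opioid receptor HEK293 stable cells; Measure: B-scored integrated calcium fluorescence ratio; Benchmarks: low control buffer alone, high control maximal DAMGO; Schedule: 45 min room-temperature Fluo4 loading, 110 s read.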
# MrgX1 antagonist – blocks BAM8-22 activation of human MrgX1 receptor; Q96LB2; MRGX1-HEK293 calcium flux, Fluo-4, BAM8-22 antagonism; active compounds read low; B-score at 10 µM; 310,000 tested, 1.3% active; AID 588676;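 active = calcium-response B-score plate-corrected more than 3 library SD below zero, starting fluorescence within 5 deviations, no agonist response on first addition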;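 also: peak minus trough fluorescence over baseline after final BAM8-22 challenge near maximal dose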
# TRPC6 activator – mouse TRPC6 channel activation | 310,000 tested, 0.13% active | Q61143 | HEK293-TRPC6 membrane potential dye fluorescence; active compounds read high | B-score at 10 µM;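 active = B-score of the integrated fluorescence ratio above library mean plus 3 SD, and starting fluorescence ratio within library mean plus 5 SD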;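 also: higher score means more depolarization so channel activation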
# Starred values were filed as active, the others as inactive; i = inactive; · = no result given. Rows are unselected; about 5.8% have a hit in one of these screens.
# Fields: TRPC6 inhibitor | ANO1 block | TRPC4 block | ANO1 activ | RGS4 inh | MrgX1 agonist | MrgX1 allo act | TRPC4 potent | TRPC4 agonist | MrgX1 antagonist | TRPC6 activator
1: CCC(C(=O)Nc1ccsc1C(=O)OC)c1ccccc1 (configuration not stated)
    i | i | i | i | i | i | i | i | i | i | i
2: CCCCOc1ccc(C(=O)N2CCN(c3ccc(N4CCOCC4)nn3)CC2)cc1
    i | i | i | i | i | i | i | i | i | i | i
3: CCC(C(=O)Nc1ncc(C)s1)c1ccccc1 (configuration not stated)
    i | i | i | i | i | i | i | i | i | i | i
4: CCCN=CC1=C(O)CC(c2ccccc2)CC1=O (configuration not stated)
    i | i | i | i | i | i | i | i | i | i | i
5: CC1CCCCN1CCCNC(=O)c1nn(C)c2c1CS(=O)(=O)c1ccccc1-2 (configuration not stated)
    i | i | i | i | i | i | i | i | i | i | i
6: C=CCN(C(=O)CCC(=O)Nc1cc(C)on1)C(C(=O)NC1CCCC1)c1ccc(C)cc1 (configuration not stated)
    i | i | i | i | i | i | i | i | i | i | i
7: COC(=O)c1ccccc1-n1c(CCC(=O)O)ccc1-c1ccc(F)cc1
    i | i | i | i | i | i | i | i | i | i | i
8: Cc1cc(C)cc(NC(=O)c2ccc([N+](=O)[O-])o2)c1
    i | · | i | i | i | · | · | i | i | · | i
9: O=C(Nc1ccccc1C(=O)Nc1ccccn1)c1ccc([N+](=O)[O-])cc1
    i | i | i | i | i | i | i | i | i | i | i
10: COCCn1c(SCc2ccc(OC)c(F)c2)nc2ccccc2c1=O
    i | i | -7* | i | i | i | i | i | i | i | i
11: c1ccc(-c2cn3nc(-c4ccccc4)c(-c4ccccc4)nc3n2)cc1
    i | i | i | i | i | i | i | i | i | i | i
12: COc1ccc(-n2c(N)c(C(=O)NCc3ccco3)c3nc4ccccc4nc32)cc1OC
    i | i | i | i | i | i | i | i | i | i | i
13: O=C(CSc1cccc2cccnc12)N/N=C/c1cccnc1
    i | i | i | · | i | i | i | i | i | i | i
14: CCOC(=O)c1nn(-c2ccc(F)cc2)cc1O
    i | i | i | i | i | i | 8.4* | i | i | i | i
15: COc1cc(/C=N/NC(=O)CNC(=O)c2ccco2)ccc1O
    i | i | i | i | i | i | i | i | i | i | i
16: Cc1ccc(NC(=O)C(C)N2C(=O)c3ccccc3C2=O)c(C)c1 (configuration not stated)
    i | i | i | i | i | i | i | i | i | i | i
17: CC(C)C(=O)O/N=C(\N)c1ccccn1
    i | i | i | i | i | i | i | i | i | i | i
18: O=C(CN1C(=O)CC(c2ccccc2)S(=O)(=O)c2ccccc21)N1CCCC1 (configuration not stated)
    i | i | i | i | i | i | i | i | i | i | i
19: O=C(NCc1ccco1)c1ccc(Oc2ccccc2)cc1
    i | i | i | i | i | i | i | i | i | i | i
20: CC1Cn2c(nnc2C23CC4CC(CC(C4)C2)C3)S1 (configuration not stated)
    i | i | i | i | i | i | i | i | i | i | i
21: O=C(Nc1ccnn1C1CCN(C2CCCCC2)CC1)c1cccc(F)c1
    i | · | i | i | i | · | · | i | i | · | i
22: COc1cc(S(=O)(=O)N(Cc2ccc(C)cc2)Cc2ccco2)ccc1-n1cnnn1
    i | i | i | i | i | i | i | i | i | i | i
23: CC(/C=N/NC(=O)c1cccs1)=C\c1ccco1
    i | i | i | i | i | i | i | i | i | i | i
24: c1ccc(Oc2cc(-n3cccn3)ncn2)cc1
    i | i | i | i | i | i | i | i | i | i | i
25: COc1cccc(-n2cnc3c(sc4nc(N5CCOCC5)c5c(c43)CCCC5)c2=O)c1
    i | i | i | i | i | i | i | i | i | i | i
26: CC(=O)N(C)c1ccc(N=NC2C(=O)N(C(N)=S)N=C2C)cc1 (configuration not stated)
    i | i | i | i | i | i | i | i | i | i | i
27: Cc1ccccc1C(=O)NC(=S)Nc1sc2c(c1C#N)CCC(C)C2 (configuration not stated)
    i | i | i | i | i | i | i | i | i | i | i
28: CCNC(=S)NNC(=O)c1ccc2ncccc2c1
    i | i | i | i | i | i | i | i | i | i | i
29: COc1cc(O)c(C(CC(=O)N2CCCC(C)C2)c2cc(OC)c(OC)c(OC)c2)c(OC)c1 (configuration not stated)
    i | i | i | i | i | i | i | i | i | i | i
30: COc1ccc(NC(=O)CC2C(=O)N(c3ccc(Cl)cc3)C(=S)N2NC(=O)c2cccc(F)c2)cc1 (configuration not stated)
    i | i | i | i | i | i | i | i | i | i | i
31: O=C(Nc1ccc(S(=O)(=O)Nc2ccccn2)cc1)c1ccccc1
    i | i | i | i | i | i | i | i | i | i | i
32: CCN(CCNc1ccc(Cl)cc1[N+](=O)[O-])C(=O)c1cc([N+](=O)[O-])c(N(C)C)cc1OC
    i | i | i | i | i | i | i | i | i | i | i
33: CC(=O)Nc1ccc(-n2c(C)c(C(C)=O)c(C(C)=O)c2C)cc1
    i | i | i | i | i | i | i | i | i | i | i
34: CCc1noc(C)c1C(=O)NNC(=O)c1ccc(F)cc1
    i | i | i | i | i | i | i | i | i | i | i
35: COc1ccccc1N(CCC#N)C(=O)CSc1ccc2c(c1)OCCO2
    i | i | i | i | i | i | i | i | i | i | i
36: COc1ccc(NC(=O)N2CCCC(c3ccccc3)C2)cc1 (configuration not stated)
    i | i | i | i | i | i | i | i | i | i | i
37: Cc1ccc(C)c(N(CC(N)=O)S(C)(=O)=O)c1
    i | i | i | i | i | i | i | i | i | i | i
38: CCOc1cc(NC(=S)NCCCN2CCOCC2)c(OCC)cc1NC(=O)CC(C)C
    i | i | i | i | i | i | i | i | i | i | i
39: O=C(CCCc1ccccc1)NCCS(=O)(=O)N1CCN(c2ccccc2F)CC1
    i | i | i | i | i | i | i | i | i | i | i
40: O=C1CC(c2ccc(Cl)c([N+](=O)[O-])c2)c2ccc3ccccc3c2N1 (configuration not stated)
    i | i | i | i | i | i | i | i | i | -7.5* | i
41: COc1cccc(N=Nc2c(N)[nH][nH]c2=O)c1
    i | i | i | i | i | i | i | 14* | i | i | i
42: COC(=O)c1ccc(N=Cc2c(C(F)(F)F)[nH][nH]c2=O)cc1
    i | i | i | i | i | i | i | i | i | i | i
43: Cn1c(=O)c(C(=O)Nc2ccccc2S(N)(=O)=O)c(O)c2ccccc21
    i | i | i | i | i | i | i | i | i | i | i
44: CCCCCCn1c(=O)[nH]c2c(c1=O)CCC2
    i | i | i | i | i | i | i | i | i | i | i
45: COC(=O)c1cc(S(=O)(=O)NCCN2CCN(c3ccccc3F)CC2)c[nH]1
    i | i | i | i | i | i | i | i | i | i | i
46: O=C(NCc1cccnc1)c1cnc2n(c1=O)CCS2
    i | i | i | i | i | i | i | i | i | i | i
47: O=C(CSC1=NS(=O)(=O)c2cc(F)ccc2N1)Nc1ccc(F)cc1
    i | i | i | i | i | i | i | i | i | i | i
48: CC(=O)c1ccc(NC(=S)NCC(c2ccco2)N2CCCC2)cc1 (configuration not stated)
    i | i | i | i | i | i | i | i | i | i | i
49: Cc1ccc(NC(=O)CCN2C(=O)c3ccccc3C2=O)cc1
    i | i | i | i | i | i | i | i | i | i | i
50: CCN(CC(=O)Nc1c(F)cccc1F)C(=O)CNC(=O)COc1ccccc1
    i | i | i | i | i | i | i | i | i | i | i
51: CC(C)(C)n1nc2c(c1NC(=O)c1ccc([N+](=O)[O-])cc1)CS(=O)(=O)C2
    i | i | i | i | i | i | i | i | i | i | i
52: CC(C)n1cnc2c(N(C)c3ccccc3)nc(N(CCN(C)C)Cc3ccccc3)nc21
    -5.8* | i | i | i | i | i | i | i | 110* | i | i
53: O=C(O)c1ccccc1-c1ccccc1C(=O)Nc1cccc(-c2nc3ccccc3o2)c1
    i | i | i | i | i | i | i | i | i | i | i
54: COCCn1c(SCC(=O)Nc2ccc(F)cc2)nc2c([nH]c3ccccc32)c1=O
    i | i | i | i | i | i | i | i | i | i | i
55: COCC1CCCN(C(=O)c2ccc3nc(Cc4cccc(Cl)c4)oc3c2)C1 (configuration not stated)
    i | i | i | i | i | i | i | i | i | i | i
56: CCn1c(/C=C/c2cccc([N+](=O)[O-])c2)nc2ccccc2c1=O
    i | i | i | i | i | i | i | i | i | i | i
57: COc1cc2[nH]c(=O)n(CCC(=O)N3CCC(N4CCCCC4)CC3)c(=O)c2cc1OC
    i | i | i | i | i | i | i | i | i | i | i
58: CC1(C)Cc2c(cnn2-c2ccccc2)C(NC(=O)CCN2CCCC2=O)C1 (configuration not stated)
    i | i | i | i | i | i | i | i | i | i | i
59: O=C(c1cccc2ccccc12)N1CCN(CC2CC=CCC2)CC1 (configuration not stated)
    i | i | i | i | i | i | i | i | i | i | i
60: O=C(COc1ccc(Cl)cc1)NCCNC(=O)c1cnccn1
    i | i | i | i | i | i | i | i | i | i | i

# Next part.
# Fields: TRPC6 inhibitor | ANO1 block | TRPC4 block | ANO1 activ | RGS4 inh | MrgX1 agonist | MrgX1 allo act | TRPC4 potent | TRPC4 agonist | MrgX1 antagonist | TRPC6 activator
61: CCCOc1ccc(-c2c(C(=O)N/N=C/c3ccc(C)o3)nnn2-c2nonc2N)cc1
    i | i | i | i | i | i | i | i | i | i | i
62: COc1ccc(NC(=S)c2ccccc2)cc1
    i | i | i | i | i | i | i | i | i | i | i
63: Cc1cccc(NC(=O)CCC2CCN(C(=O)c3ccc(C)s3)CC2)c1
    i | i | i | i | i | i | i | i | i | i | i
64: COc1cccc(N(CC(=O)N2CCCC2)S(C)(=O)=O)c1
    i | i | i | i | i | i | i | i | i | i | i
65: O=C1c2ccccc2CC1Sc1nnc(-c2ccncc2)o1 (configuration not stated)
    i | i | i | i | i | i | i | i | i | i | i
66: Cn1c(SCC(=O)NC2CCCC2)nnc1-c1ccc(S(=O)(=O)N2CCOCC2)cc1
    i | i | i | i | i | i | i | i | i | i | i
67: CCCCn1c(N)c(N(CC(C)C)C(=O)CC(NC(=O)c2ccccc2)c2ccccc2)c(=O)[nH]c1=O (configuration not stated)
    i | i | i | i | i | i | i | i | i | i | i

# Assay outcomes from PubChem.
